PfHsp90 set2 – growth inhibition of PfHsp90-expressing yeast, primary screen, antimalarial PfHsp90 inhibitor project, S. cerevisiae, BacTiter-Glo luminescence, single point, set 2 | BacTiter-Glo ATP, 48 h; yeast lacking PDR1 and PDR3 efflux regulators | inhibition, % at 9.4 µM | hit rate 0.32% among 310,000;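 active means every replicate shows inhibition above about 80%, whatever the replicate mean, limit read from the data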;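 further: 0% = DMSO neutral controls and 100% = 20 µM radicicol positive controls; yeast relying on Plasmodium falciparum Hsp90 in place of its own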
Mot1-301 SUMO – yeast Mot1-301 growth rescue at high temperature, primary screen, SUMOylation pathway inhibitor project, S. cerevisiae, ATP luminescence, 38.5C; hit rate 1% among 320,000; growth rescue, % at 18.8 µM; S. cerevisiae Mot1-301 growth rescue; percent above DMSO median, 100 means doubled;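 active means every valid replicate shows activation above 250% relative to neutral control wells; inactive means the rest, any valid replicate at or below 250%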;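 further: OY570 slx delta 5 strain wells were the positive control but not used for scaling; some compounds called inactive have numbers as strong as hits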
Tat transport – E. coli Tat export inhibitors, primary screen, MC4100, TorA-mCherry reporter, fluorescence, single point; hit rate 0.036% among 340,000; AID 488895, 2010; inhibition, % at 10 µM;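 active means mean replicate inhibition at least 50% and at least half of replicates individually reaching 50%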;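 further: exported cargo escapes ClpAP degradation while cytoplasmic cargo is degraded and loses fluorescence; 0% = median of neutral control wells and 100% = median of NaSCN control wells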
PKA-R1A activ – activators of PKA-R1A holoenzyme, primary screen, biochemical, fluorescence polarization, Cy5-IP20, bovine R1A, mouse PKAc | activation, % at 11.4 µM | hit rate 0.083% among 340,000 | PKA-R1A dissociation; scaled: DMSO 0%, 113 µM cGMP 100% | cAMP-dependent protein kinase type I-alpha regulatory subunit (Bos taurus) + …;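 active means percent activation above the mean of all tested compounds plus 3 SD, cut at about 19% in these data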;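 further: higher means more PKAc released from R1A so a rise in polarization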
AddAB inh – growth inhibition of E. coli expressing H. pylori AddAB, primary screen, AddAB inhibitor project, absorbance. inhibition, % at 11.9 µM. hit rate 0.29% among 330,000. AID 435030, 2010; in the data active means inhibition above about 12%;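 further: 0% = vehicle wells of infected cells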
Arrestin-AP2 inh – inhibitors of beta-arrestin/AP2 binding, primary screen, biochemical, GPCR trafficking, flow cytometry; FITC-arrestin peptide / GST-AP2 beads; AP2 beta2 appendage carries R879A mutation; inhibition, % at 10 µM; hit rate 0.31% among 340,000;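 active means inhibition above a set limit, near 3 SD of compounds lacking own fluorescence, cut at about 54% in these data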;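 further: plate controls were DMSO wells for no effect and 5 µM unlabelled arrestin peptide for full effect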
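System: GST-AP2 R879A glutathione beads | Also added: FITC-arrestin peptide, 50 nM | Times: 12 min plus 1 h, RT | Signal: Bead flow cytometry, FITC channel | Buffer or medium: PBS with 0.05% Tween 20 and 0.1% BSA | Read-out basis: Percent drop in bead-associated FITC signal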
Pemphigus Ab inh – inhibitors of pemphigus antibody binding to DSG3, primary screen, biochemical, bead-based, flow cytometry, scFv-GFP. hit rate 0.48% among 310,000. Desmoglein-3 (Homo sapiens), P32926. AID 588358, 2011. binding (percent of control), % at 10 µM. DSG3-coupled beads, scFv-anti-DSG3-GFP binding; hits give low values;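 active means binding more than 3 SD below its plate's average and above zero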;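 further: hits lower antibody fragment binding to DSG3; some compounds called inactive have numbers as strong as hits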
Target sequence (P32926 whole entry, looked up, the tested form may be a part): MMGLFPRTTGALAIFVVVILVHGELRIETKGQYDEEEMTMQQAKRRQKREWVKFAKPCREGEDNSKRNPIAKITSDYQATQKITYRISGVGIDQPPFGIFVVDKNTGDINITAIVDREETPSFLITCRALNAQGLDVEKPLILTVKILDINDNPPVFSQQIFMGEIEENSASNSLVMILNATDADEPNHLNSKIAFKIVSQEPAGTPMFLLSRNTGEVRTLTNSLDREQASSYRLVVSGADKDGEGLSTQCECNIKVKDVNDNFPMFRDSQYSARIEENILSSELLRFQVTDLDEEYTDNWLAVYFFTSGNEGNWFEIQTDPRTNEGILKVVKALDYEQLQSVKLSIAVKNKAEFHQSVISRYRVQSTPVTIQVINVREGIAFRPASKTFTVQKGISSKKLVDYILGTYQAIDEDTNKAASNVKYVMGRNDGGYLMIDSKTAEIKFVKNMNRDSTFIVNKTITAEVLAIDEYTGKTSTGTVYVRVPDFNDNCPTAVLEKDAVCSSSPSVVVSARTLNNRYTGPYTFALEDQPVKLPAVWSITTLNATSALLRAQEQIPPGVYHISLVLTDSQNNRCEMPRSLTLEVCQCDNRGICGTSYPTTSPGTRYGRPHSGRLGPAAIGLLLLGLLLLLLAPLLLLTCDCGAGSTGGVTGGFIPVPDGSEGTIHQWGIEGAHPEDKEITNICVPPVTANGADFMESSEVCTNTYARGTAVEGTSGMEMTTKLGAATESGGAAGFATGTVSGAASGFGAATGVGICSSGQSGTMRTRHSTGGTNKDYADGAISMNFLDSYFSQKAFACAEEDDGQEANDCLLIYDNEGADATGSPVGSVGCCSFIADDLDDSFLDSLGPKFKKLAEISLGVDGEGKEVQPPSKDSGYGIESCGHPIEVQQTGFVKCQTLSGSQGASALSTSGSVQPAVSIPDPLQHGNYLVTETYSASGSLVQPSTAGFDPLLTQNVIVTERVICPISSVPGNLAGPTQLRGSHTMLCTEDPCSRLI
phage Ecoli inh – growth loss of phage-infected E. coli, primary screen, RecBCD inhibitor project, absorbance, with phage, HTS; hit rate 0.26% among 360,000; AID 651602, 2012; inhibition, % at 11.9 µM; in the data active means inhibition above about 11%
MOR-DOR inv ag – inverse agonists of MOR-DOR heterodimerization, primary screen, cell-based, luminescence | Mu-type opioid receptor (Homo sapiens) + Delta-type opioid receptor (Homo sapiens), … | cell-based MOR-DOR heterodimer luminescence, inverse agonism | inhibition, % at 9.3 µM | hit rate 0.21% among 340,000; in the data active means inhibition above about 22%, passing the limit was not always enough;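 further: 0% = cells with DMSO and 100% = wells without cells with DMSO; values of inactives mirror those of a sister screen read the other way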
OPRM1-OPRD1 ag – agonists of OPRM1-OPRD1 heterodimerization, primary screen, cell-based, luminescence; Mu-type opioid receptor (Homo sapiens) + Delta-type opioid receptor (Homo sapiens), …; cells; activation, % at 9.3 µM; hit rate 0.3% among 340,000; AID 504326, 2011; in the data active means activation above about 18%;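 further: 0% = vehicle-treated cells and 100% = reference agonist; values of inactives mirror those of a sister screen read the other way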
Ecoli viability – E. coli V3065 growth inhibition, primary screen, counter-screen for AddAB inhibitor project, absorbance, OD600; inhibition, % at 11.9 µM; hit rate 0.27% among 330,000; 18 h;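 active means inhibition above the campaign's mean inhibition across all tested compounds plus 3 SD, cut at about 9.9% in these data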;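 further: uninfected addAB+ strain grown without phage in ampicillin broth; 0% = DMSO wells and 100% = ciprofloxacin 0.95 µg/ml wells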
* marks the source's active call; other numbers are inactive results; nt = no result given.

Start of the listing, in advance, three compounds:
SMILES	PfHsp90 set2	Mot1-301 SUMO	Tat transport	PKA-R1A activ	AddAB inh	Arrestin-AP2 inh	Pemphigus Ab inh	phage Ecoli inh	MOR-DOR inv ag	OPRM1-OPRD1 ag	Ecoli viability
CN1CCN(c2ccc(NC(=O)CSc3ccccc3)cc2F)CC1	-46	-8	3	10	-1.6	3	nt	3.0	4	-0.8	0.0
CCn1cc(Cl)c(C(=O)NNC(=O)CCn2ccc([N+](=O)[O-])n2)n1	-10	-3	11	-2	5.4	-13	105	2.4	6	-1.5	2.4
Cc1sc2ncnc(N/N=C/c3cccc(O)c3)c2c1C	4	-9	2	1	0.6	-6	98	1.6	12	-2.0	1.0

All compounds of this part, from the start:
SMILES	PfHsp90 set2	Mot1-301 SUMO	Tat transport	PKA-R1A activ	AddAB inh	Arrestin-AP2 inh	Pemphigus Ab inh	phage Ecoli inh	MOR-DOR inv ag	OPRM1-OPRD1 ag	Ecoli viability
CN1CCN(c2ccc(NC(=O)CSc3ccccc3)cc2F)CC1	-46	-8	3	10	-1.6	3	nt	3.0	4	-0.8	0.0
CCn1cc(Cl)c(C(=O)NNC(=O)CCn2ccc([N+](=O)[O-])n2)n1	-10	-3	11	-2	5.4	-13	105	2.4	6	-1.5	2.4
Cc1sc2ncnc(N/N=C/c3cccc(O)c3)c2c1C	4	-9	2	1	0.6	-6	98	1.6	12	-2.0	1.0
CC(C)Oc1ccc(S(=O)(=O)N2CCOCC2)cc1NC(=O)CN1C(=O)c2ccccc2C1=O	0	nt	-9	-9	nt	3	nt	1.5	16	-4.0	nt
COc1cccc(CNC(=O)CSC(=S)N2CCCC2)c1	nt	12	6	-3	-0.2	0	101	1.6	-20	3.0	2.2
CCN1C(=O)[C@H]2[C@@H](c3ccc(C)cc3)N3C(=O)N(c4ccc(C)cc4)C(=O)[C@@]3(CC)[C@H]2C1=O	11	-12	0	-7	3.4	-2	101	1.9	13	-2.3	-0.8
C(=N\Nc1nc2ccccc2s1)/c1ccccn1	nt	16	nt	nt	15*	-8	103	21*	nt	nt	16*
CC(C)CN(C(=O)COC(=O)COc1ccc2c(c1)CCC2)c1c(N)n(Cc2ccccc2)c(=O)[nH]c1=O	-17	9	1	11	-0.3	-1	102	2.3	-14	2.0	-1.2
CCc1nn2c(=O)c(S(=O)(=O)Nc3ccc(C(C)C)cc3)c(C)nc2s1	1	-6	4	-2	-0.9	5	101	2.4	-6	1.1	-1.3
CCn1c(SCC(=O)Nc2nonc2C)nnc1-c1ccco1	3	9	-15	2	3.1	-4	nt	3.1	-22	3.6	2.5
COc1ccc(/C=N/NC(=O)c2nc(-c3ccccc3)n(-c3ccccc3)n2)cc1OC	25	3	3	-6	-2.6	1	85	2.0	1	-0.2	-2.3
COc1cc(/C=C/C(=O)OCC(=O)NCc2ccco2)ccc1O	nt	-12	-7	7	1.5	32	121	3.3	6	-1.1	1.5
O=[N+]([O-])c1ccc(/C=N/Nc2nc(NCc3ccccc3)nc(N3CCOCC3)n2)cc1	-20	12	0	-8	-1.0	14	99	1.3	-14	2.7	0.2
CCN(Cc1ccncc1)C(=O)CCc1nnc(CCc2ccccc2OC)o1	-18	nt	-7	-14	-0.6	-2	108	-0.1	0	-0.1	-1.1
COc1ccc2cc3cc(C(=O)N4CC(C)CC(C)C4)oc3nc2c1 (centres undefined)	-50	-14	7	8	3.4	4	99	nt	-13	2.5	-1.4
O=C(NC(=S)Nc1ccccn1)c1cncc(Br)c1	8	-2	-5	3	-1.5	-1	90	3.1	18	-3.9	-1.3
CCOC(=O)Cn1c(=O)n(Cc2ccccc2)c(=O)c2cccnc21	-4	-15	5	-4	0.1	7	104	-0.6	17	-3.5	-0.9
CN(Cc1cccnc1)Cc1cn[nH]c1-c1ccc(-c2ccccc2)cc1	-34	791*	1	4	4.7	19	96	1.0	8	-1.5	-0.6
O=C(COC(=O)/C=C/c1cccs1)Nc1ccc2ccccc2c1	12	3	-1	-7	0.9	10	75	1.8	-54	11	-1.4
COC(=O)c1sc2nc(C)nc(SCC(=O)C(C)(C)C)c2c1C	-3	-5	-8	1	4.4	10	96	2.1	10	-2.0	-0.2
CN(Cc1cnn(C)c1)S(=O)(=O)c1cccc([N+](=O)[O-])c1	-13	-4	-6	0	4.6	12	112	3.4	-1	0.1	1.6
COc1ccccc1N1CCN(C(=O)CSc2nnc3c4ccccc4n(CC(=O)O)c3n2)CC1	26	-6	0	-14	2.9	-5	85	5.5	4	-0.8	-0.9
CC(=O)c1cccc(NC(=O)C2CCN(C(=O)c3ccccc3Cl)CC2)c1	nt	-1	-5	-8	1.9	-18	nt	2.5	21	-3.7	2.0
O=C(Nc1ccc(C(=O)O)cc1)/C(=C\C=C\c1ccccc1)NC(=O)c1ccccc1Cl	0	0	0	-9	-0.2	8	109	1.8	4	-0.9	1.5
N#CCc1nnc2n1-c1ccccc1CCC2	11	-14	1	-2	3.6	-23	96	0.5	7	-1.2	0.7

Three successive compounds from above:
SMILES	PfHsp90 set2	Mot1-301 SUMO	Tat transport	PKA-R1A activ	AddAB inh	Arrestin-AP2 inh	Pemphigus Ab inh	phage Ecoli inh	MOR-DOR inv ag	OPRM1-OPRD1 ag	Ecoli viability
CC(=O)c1cccc(NC(=O)C2CCN(C(=O)c3ccccc3Cl)CC2)c1	nt	-1	-5	-8	1.9	-18	nt	2.5	21	-3.7	2.0
O=C(Nc1ccc(C(=O)O)cc1)/C(=C\C=C\c1ccccc1)NC(=O)c1ccccc1Cl	0	0	0	-9	-0.2	8	109	1.8	4	-0.9	1.5
N#CCc1nnc2n1-c1ccccc1CCC2	11	-14	1	-2	3.6	-23	96	0.5	7	-1.2	0.7

Other records follow:
SMILES	PfHsp90 set2	Mot1-301 SUMO	Tat transport	PKA-R1A activ	AddAB inh	Arrestin-AP2 inh	Pemphigus Ab inh	phage Ecoli inh	MOR-DOR inv ag	OPRM1-OPRD1 ag	Ecoli viability
c1ccc(Nc2nnc(-c3cccnc3)s2)cc1	-1	82	3	0	2.5	-6	95	-0.9	16	-3.1	-4.0
COCCNC(=S)N(CCc1c(C)[nH]c2ccc(Cl)cc12)Cc1cccnc1	-10	15	5	6	-1.7	17	97	-0.3	3	-0.5	-1.1
O=C(Cn1nnc2ccccc2c1=O)NCCc1ccccc1	-44	-19	0	-10	0.3	-3	88	3.7	18	-3.4	1.7
N#CC1=C(N)OC2=C(C(=O)CCC2)C12C(=O)N1CCCc3cccc2c31 (centres undefined)	nt	7	-11	4	-1.2	-13	104	0.0	5	-1.1	0.4
O=C(NNC(=O)c1ccc([N+](=O)[O-])cc1)NC1CCCCC1	8	19	1	5	0.9	2	110	1.2	6	-1.1	-1.0
CCC(C(=O)OC(C)C)c1ccc2ccccc2c1 (centres undefined)	-8	29	-7	16	0.7	-3	100	1.9	-19	3.3	0.1
COc1ccc(-c2cc(C(=O)NCCCN3CCCC3=O)c3ccccc3n2)cc1	nt	12	9	2	-0.2	11	124	1.1	0	0.0	-0.6
Nc1cc2c(cc1C(=O)c1ccccc1)OCCO2	6	4	6	0	-1.1	2	100	1.7	13	-2.2	-1.7
CN(C)S(=O)(=O)c1ccc(C(=O)Nc2nc3ccccc3[nH]2)cc1	-1	7	2	-15	-2.0	4	94	6.9	5	-0.9	1.5
COCCCN(C(=S)Nc1c(C)cc(C)cc1C)C(C)c1ccncc1 (centres undefined)	-9	8	-2	-1	4.3	6	100	1.6	14	-2.5	-0.3
CCCN(CC(=O)Nc1cc(Cl)ccc1Cl)C(=O)c1ccc2n[nH]nc2c1	11	-13	0	-7	0.3	-4	102	0.6	3	-0.5	1.2
CC(=O)Oc1ccc2c(=O)c(N3C(=O)c4ccccc4C3=O)c(C)oc2c1C	-2	8	2	-2	2.1	24	102	0.6	15	-2.9	2.2
CCCn1c(Nc2cccc(OC)c2)nc2ccccc21	1	-17	3	-12	0.0	-3	108	2.6	-3	0.7	-0.4
Cc1ccc(-c2nc(Nc3cccc(O)c3)c3ccccc3n2)cc1	26	-4	6	-13	0.0	-12	91	1.0	-13	2.5	-1.6
CN(C(=O)CSc1nnc(CN2CCCC2)n1Cc1ccccc1)c1ccccc1	2	-11	4	5	4.9	-11	102	2.5	10	-1.5	-1.2
O=C(COC(=O)COc1ccccc1F)Nc1ccc(Cl)cn1	-5	-11	-4	-12	-1.2	1	101	2.0	19	-3.5	1.2
O=C(CSc1nnc(-c2ccc(F)cc2)o1)N1CCCC1	29	-12	-7	3	5.1	-14	nt	1.5	13	-2.1	-1.8
COc1ccc(C(C)=O)cc1COC(=O)CNC(=O)c1ccc(Cl)cc1	13	-7	3	2	0.0	8	104	1.2	18	-3.5	0.1
COCCCNc1nc2c(-c3cccc(C)c3)nnn2c2ccccc12	-38	2	12	1	2.2	-4	68	0.4	-15	2.7	-1.1
CCOc1ccc(-c2cn3ccccc3n2)cc1[N+](=O)[O-]	11	1	-7	3	4.9	-3	111	6.8	6	-1.2	0.1
Cc1ccc(S(=O)(=O)N2CCCCC2)cc1C(=O)N(CCc1ccccc1)Cc1ccccc1	nt	nt	2	3	3.2	1	96	1.5	4	-0.7	1.8
COC(=O)N1CCCc2cc(C)ccc21	nt	-6	3	5	-0.3	-4	113	-1.5	3	-0.6	-0.9
COc1cccc(C2CC(c3ccccc3)Nc3ncnn32)c1 (centres undefined)	nt	1	-12	6	1.9	-1	105	0.8	-7	1.6	2.2
Cc1cc(=O)n2nc(N3CCC(C(=O)Nc4cccc(Cl)c4C)CC3)sc2n1	11	3	-13	-3	1.1	-3	91	-5.9	9	-1.6	1.6
O=C(CN(C(=O)CNC(=O)c1cccs1)c1ccccc1F)NC1CCCC1	9	-14	8	-8	-0.4	5	114	-0.9	-4	0.5	-0.9
COc1ccc(CN2C(=O)CN=C2Nc2cccc(C)c2C)cc1	5	350	8	12	0.7	-3	112	1.9	-1	0.1	-1.0
CC(=O)c1ccc(NS(=O)(=O)c2ccc([N+](=O)[O-])cc2)cc1	4	nt	9	0	nt	-14	124	4.4	9	-1.7	nt
CC(C)CNC(=O)C1CCN(Cc2ccc(OCc3ccccc3)cc2)CC1	-4	2	13	6	0.5	-8	106	5.0	-1	0.2	0.7

Assay outcomes: PubChem, several laboratories
